Screens from PubChem BioAssay.
Wnt bcat act: Wnt/beta-catenin pathway activators, primary screen, cell-based, plate reader, single point; activation, % at 9.35 µM; AID 743398, 2014; actives 1.2% (n = 300,000); Wnt/beta-catenin reporter cell assay, activator; in the data active = activation above about 30%, passing the limit was not always enough;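 note: 0% = neutral control wells and 100% = positive control wells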
NSD2 HMT inh: NSD2 histone methyltransferase inhibitors, primary screen, biochemical, AlphaScreen, single concentration, set 2. Histone-lysine N-methyltransferase NSD2 (Homo sapiens), O96028. NSD2 peptide methylation, 120 min. inhibition, % at 12.5 µM. actives 0.54% (n = 310,000). AID 743445, 2014; in the data active = inhibition above about 50%
Target sequence (O96028 whole entry, looked up): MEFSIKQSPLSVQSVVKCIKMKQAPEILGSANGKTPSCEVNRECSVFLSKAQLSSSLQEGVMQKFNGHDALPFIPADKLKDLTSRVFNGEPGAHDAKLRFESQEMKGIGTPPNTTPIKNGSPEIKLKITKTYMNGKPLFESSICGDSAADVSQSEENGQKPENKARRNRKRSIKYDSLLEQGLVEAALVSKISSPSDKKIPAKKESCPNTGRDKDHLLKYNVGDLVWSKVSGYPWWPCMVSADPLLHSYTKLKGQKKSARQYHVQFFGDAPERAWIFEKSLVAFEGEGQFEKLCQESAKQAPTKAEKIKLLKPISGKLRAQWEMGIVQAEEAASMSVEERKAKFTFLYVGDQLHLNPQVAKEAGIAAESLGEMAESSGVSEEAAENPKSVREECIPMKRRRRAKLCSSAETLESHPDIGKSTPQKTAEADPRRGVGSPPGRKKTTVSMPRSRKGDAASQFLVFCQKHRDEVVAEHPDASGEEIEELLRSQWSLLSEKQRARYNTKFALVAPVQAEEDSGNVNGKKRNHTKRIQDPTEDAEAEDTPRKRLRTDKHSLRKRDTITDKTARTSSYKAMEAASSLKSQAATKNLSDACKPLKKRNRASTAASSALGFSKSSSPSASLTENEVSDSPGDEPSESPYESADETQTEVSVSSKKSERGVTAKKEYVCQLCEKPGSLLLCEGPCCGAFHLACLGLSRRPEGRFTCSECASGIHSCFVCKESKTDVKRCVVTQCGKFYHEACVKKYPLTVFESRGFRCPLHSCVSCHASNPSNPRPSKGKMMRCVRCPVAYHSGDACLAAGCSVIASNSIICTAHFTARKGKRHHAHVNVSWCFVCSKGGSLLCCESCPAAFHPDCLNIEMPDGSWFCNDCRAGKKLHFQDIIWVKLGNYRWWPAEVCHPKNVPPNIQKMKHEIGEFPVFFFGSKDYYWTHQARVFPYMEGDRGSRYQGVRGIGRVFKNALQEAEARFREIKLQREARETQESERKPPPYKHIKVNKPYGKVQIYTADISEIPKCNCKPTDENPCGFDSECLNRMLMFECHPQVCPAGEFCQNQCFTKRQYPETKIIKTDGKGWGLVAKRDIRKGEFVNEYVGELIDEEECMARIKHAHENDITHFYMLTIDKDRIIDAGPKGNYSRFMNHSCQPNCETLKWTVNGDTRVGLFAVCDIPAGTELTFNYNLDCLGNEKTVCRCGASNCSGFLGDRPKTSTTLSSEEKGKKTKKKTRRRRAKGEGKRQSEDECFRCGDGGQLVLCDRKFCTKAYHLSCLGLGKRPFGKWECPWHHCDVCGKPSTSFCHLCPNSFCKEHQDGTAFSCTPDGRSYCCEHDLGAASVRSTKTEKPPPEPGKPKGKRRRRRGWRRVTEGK
The depositor's hits bear a star. This is a subset; rates above refer to the full screens.

Values run as follows: NSD2 HMT inh, Wnt bcat act
- CC1(C(=O)Nc2ccc(Cl)c(Cl)c2)CCN1C(=O)CCC1CCCC1 (centres undefined)
    -4, -1
- CCCCC(=O)N(C)c1c(CC)nc2c(OCc3ccc(C(F)(F)F)cc3)cccn12
    0, -9
- CCc1nc2c(OCc3cccc(OC)c3)cccn2c1N(C)C(=O)C(C)C
    1, -4
- Cc1ccc2c(c1)-c1ncc(C(=O)c3cc(Br)ccc3O)cc1CO2
    2, -2
- Cc1oc(-c2cccs2)cc1C(=O)N1CCC(C)(C(=O)NS(=O)(=O)C2CC2)C1 (centres undefined)
    3, -3
- NC(Cc1ccc(Cl)cc1)c1csc(Nc2nccc(C(F)(F)F)n2)n1 (centres undefined)
    2, -2
- OC(c1cccnc1)c1nc(-c2cccc(F)c2)cs1 (centres undefined)
    -2, -1
- CCC(=O)N1CCC1(C)C(=O)Nc1cccc(Oc2ccccc2)c1 (centres undefined)
    -4, -3
- OC[C@@H]1CN(Cc2cccc(C(F)(F)F)c2)C[C@H](n2cnc3c(NCc4ccncc4)ncnc32)O1
    9, -1
- N#Cc1ccc(S(=O)(=O)NCC2CCN(C(=O)C(=O)c3cc4ccccc4o3)CC2)cc1
    -2, -1
- CC(O)(c1ccccc1)c1nc(-c2csc3ccccc23)cs1 (centres undefined)
    -1, -3
- Cc1ccc(F)cc1-c1cc2nc(NCCCN(C)C)n(C)c(=O)c2s1
    3, 1
- CCc1nc2c(OCc3ccc(F)c(F)c3)cccn2c1N(C)C(=O)c1ccc(C)cc1
    1, -1
- CCc1nc2c(OCc3ccc(C(F)(F)F)cc3)cccn2c1N(C)C(=O)CC(C)C
    -1, -2
- Cn1c(=O)c2cc(NC(=O)Cc3ccccc3F)ccc2n1Cc1ccc(Cl)cc1
    -5, 0
- O=C(NCc1ccc(F)c(F)c1)c1cccc2c(-c3cccnc3)coc12
    0, -3
- CCCc1ccc(C(O)c2ncc(-c3ccccc3C)[nH]2)cc1 (centres undefined)
    3, -1
- CCOC(=O)C1CCCN(C(=O)c2ccc(OC)cc2OC)CC1 (centres undefined)
    -2, 0
- O=C(NCc1ccccc1)c1ccc(Cl)cc1
    -3, 9
- O=C(NCC1CCCCC1)c1ccc2nc([C@@H]3O[C@H](CO)[C@@H](O)[C@H]3O)[nH]c2c1
    -1, -1

A run of entries taken from the entries so far:
Values run as follows: NSD2 HMT inh, Wnt bcat act
- CCOC(=O)C1CCCN(C(=O)c2ccc(OC)cc2OC)CC1 (centres undefined)
    -2, 0
- O=C(NCc1ccccc1)c1ccc(Cl)cc1
    -3, 9
- O=C(NCC1CCCCC1)c1ccc2nc([C@@H]3O[C@H](CO)[C@@H](O)[C@H]3O)[nH]c2c1
    -1, -1

Other results:
Values run as follows: NSD2 HMT inh, Wnt bcat act
- COc1cccc(-c2cnc(C(O)c3cc(C)ccc3C)[nH]2)c1 (centres undefined)
    3, -6
- COc1ccc(S(=O)(=O)N2CCCCC2)cc1C(=O)NC1CCS(=O)(=O)C1 (centres undefined)
    -1, 0
- O=C(Nc1ccc([N+](=O)[O-])cc1)OC1CCS(=O)(=O)C1 (centres undefined)
    0, 2
- COc1cccc(NC(=O)Nc2nnc(COCCO)s2)c1
    -1, -3
- c1cc(-c2ccc(N3CCOCC3)cc2)n2ccnc2c1
    -3, 26
- CCCOc1ccc(F)cc1-c1cc(C(=O)Nc2ccc(OC)cc2C)[nH]n1
    -4, -5
- COc1ccc(-c2ccccc2)cc1NC(=O)C1(C)CCN1C(=O)C(C)C (centres undefined)
    -3, -3
- CCOC(=O)[C@]12CCCC=C1N(CCc1ccc(OC)c(OC)c1)C(=O)[C@H](CC(=O)NCCCCc1ccccc1)C2
    0, -6
- CCC(C(=O)NC1CCCC1)n1c(-c2cc3ccccc3[nH]2)nc2ccccc21 (centres undefined)
    -2, -2
- CC(C)(C)c1ccc(C(=O)NCCC(=O)NCc2ccc(F)cc2)cc1
    0, 0
- COc1ccc(CN2CCC(C(=O)NC(c3ccc4c(c3)OCO4)c3ccccn3)CC2)cc1 (centres undefined)
    1, 0
- CCc1nc2ccc(C(=O)NCCOc3ccc(OC)cc3)cn2c1N(CC)Cc1cccc(Br)c1
    0, -8
- CNc1cncc(-c2cnn(CC(C)C)c2)n1
    1, 8
- COc1cccc(-c2ccc3c(c2)N(Cc2ccc(F)cc2)C(=O)C(C)S3)c1 (centres undefined)
    -2, -9
- CC(=O)c1cccc(-c2ccnc3c2CC(C(=O)Nc2ccc4c(c2)OCO4)O3)c1 (centres undefined)
    -10, -6
- O=C(c1ccccc1F)N1CCCC(N2CCN(Cc3ccc4c(c3)OCO4)CC2)C1 (centres undefined)
    3, 4
- Cc1cc(Cl)ccc1C(O)c1ncc(-c2cccc3ccccc23)[nH]1 (centres undefined)
    0, -1
- O=C(NCc1cccnc1)c1cc(C2CCCCN2C(=O)c2ccc3c(c2)CCO3)on1 (centres undefined)
    -1, -2
- O=C(NCC(=O)N(c1cccnc1)C(C(=O)NC1CCCC1)c1ccc(F)cc1)c1ccco1 (centres undefined)
    -2, -1
- NC(CCc1ccccc1)c1csc(Nc2ccc(C(=O)c3ccccc3)cc2)n1 (centres undefined)
    0, -5
- CC1(C(=O)NS(=O)(=O)c2ccc(Br)cc2)CCN1C(=O)Cc1cccs1 (centres undefined)
    -3, -1
- Cn1c(NCc2cccnc2)nc2cc(-c3ccc(C(=O)N4CCOCC4)cc3)sc2c1=O
    5, -1
- COc1ccc(-c2cnc3c(NC(C)=O)cc(-c4ccccc4CN(C)C)cn23)cc1OC
    13, 2
- Cc1ccc(CNc2nc(NCc3ccccc3)nc3ccsc23)c(C)c1
    -3, -3
- O=c1cc(O)cc2n1CCC2
    0, -1
- OC[C@@H]1CN(Cc2ccccc2)C[C@H](n2cnc3c(N4CCCC4)ncnc32)O1
    -2, -1
- Nc1ccc2ccc(N)cc2c1
    7, 6
- c1cc(-c2cc3nc(NCC4CC4)ccn3n2)ccc1OCCN1CCOCC1
    6, 4
- CCc1nc2ccc(C(=O)NCCCN3CCCC3=O)cn2c1N(CC)C(=O)NCCc1ccccc1
    0, -1
- CC(=O)Nc1cc(-c2ccc(C(=O)N3CCOCC3)cc2)cn2c(-c3cccc(C(F)(F)F)c3)cnc12
    26, -2
- NC1=NC(c2cn[nH]c2-c2ccc(F)cc2)n2c(nc3ccccc32)N1 (centres undefined)
    0, -2
- O=C(NCc1ccccc1)c1cc(C2CCCN(C(=O)CCCc3ccccc3)C2)on1 (centres undefined)
    -1, -1
- CC1(C(=O)NCCc2ccccc2)Cc2c(-c3ccccc3)ccnc2O1 (centres undefined)
    3, -4
- COC(=O)N1CCCCC1c1cc(C(=O)Nc2ccccc2Cl)no1 (centres undefined)
    -8, -2
- Cc1noc(C)c1C(=O)N1CCC1(C)C(=O)NS(=O)(=O)Cc1cccc(Cl)c1 (centres undefined)
    -4, 0
- COc1ccccc1C(O)c1ncc(-c2cccc3ccccc23)[nH]1 (centres undefined)
    8, -6
- CC(=O)NCCNc1nc2cc(-c3ccc(C)cc3)sc2c(=O)n1C
    -1, 5
- CCOCCCNC(=S)NCCCNc1nc2ccc(C)cc2cc1C#N
    3, 1
- COc1ccccc1-c1cc2nc(NCCc3ccncc3)ccn2n1
    0, -4
- O=C(Nc1cccc(Cl)c1Cl)c1csc([C@@H]2O[C@H](CO)[C@H](O)[C@H](O)[C@H]2O)n1
    -1, -2

Some of these compounds in order of SMILES length, highest first:
Values run as follows: NSD2 HMT inh, Wnt bcat act
- CCc1nc2ccc(C(=O)NCCOc3ccc(OC)cc3)cn2c1N(CC)Cc1cccc(Br)c1
    0, -8
- Cc1noc(C)c1C(=O)N1CCC1(C)C(=O)NS(=O)(=O)Cc1cccc(Cl)c1 (centres undefined)
    -4, 0
- O=C(c1ccccc1F)N1CCCC(N2CCN(Cc3ccc4c(c3)OCO4)CC2)C1 (centres undefined)
    3, 4
- CC1(C(=O)Nc2ccc(Cl)c(Cl)c2)CCN1C(=O)CCC1CCCC1 (centres undefined)
    -4, -1
- c1cc(-c2ccc(N3CCOCC3)cc2)n2ccnc2c1
    -3, 26
- OC(c1cccnc1)c1nc(-c2cccc(F)c2)cs1 (centres undefined)
    -2, -1

The listing picks up; the 2 compounds before the break are reprinted first.
Values run as follows: NSD2 HMT inh, Wnt bcat act
- COc1ccccc1-c1cc2nc(NCCc3ccncc3)ccn2n1
    0, -4
- O=C(Nc1cccc(Cl)c1Cl)c1csc([C@@H]2O[C@H](CO)[C@H](O)[C@H](O)[C@H]2O)n1
    -1, -2
- CCc1nc2ccc(C(=O)N3CCN(S(=O)(=O)CC)CC3)cn2c1N(C=O)Cc1ccc(OC)cc1
    3, 0
- CC1(C(=O)N2CCCCC2)CCN1C(=O)Cc1ccc(-c2ccccc2)cc1 (centres undefined)
    -2, -3
- CCCCNC(=O)C1(C)CCN1C(=O)Cc1cccc2ccccc12 (centres undefined)
    2, -1
- Cc1c(-c2cc[n+]([O-])cc2)oc2ccc(Br)cc2c1=O
    2, -1
- O=C(NCc1ccccc1F)c1ccc(S(=O)(=O)N2CCCC2)cc1
    10, -1
- Cc1ccc(OCCN2CCC2(C)C(=O)Nc2ccc3c(c2)OCCO3)cc1 (centres undefined)
    3, 0
- CC1(C(=O)NS(=O)(=O)c2ccccc2Cl)CCN1C(=O)Cc1ccccc1 (centres undefined)
    -1, 1
- Cc1cc(C)c(C)c(S(=O)(=O)N2CCC(C(=O)NCc3cccs3)CC2)c1C
    5, 0
- COc1ccccc1-c1cc2nc(NCCOc3ccccc3)ccn2n1
    5, 0
- OCCNc1ncnc2c1ncn2[C@H]1CN(Cc2ccncc2)C[C@@H](CO)O1
    -3, -2
- O=C(Nc1ccc2c(c1)OCO2)C1Cc2c(-c3cccnc3)ccnc2O1 (centres undefined)
    -1, 1
- CCCOc1ccc(F)cc1-c1cc(C(=O)NCc2ccc(F)cc2)[nH]n1
    19, -4
- CCC(=O)N1CCC1(C)C(=O)Nc1ccc(OC(F)F)cc1 (centres undefined)
    -1, 3
- NC(Cc1ccc(C(F)(F)F)cc1)c1csc(NC(=O)Nc2ccccc2)n1 (centres undefined)
    -2, -3
- CCN(CC(=O)Nc1cccc(OC)c1)C(=O)C1CC(=O)N(Cc2ccccc2Cl)C1 (centres undefined)
    10, -6
- CC(C)[C@H](NC(=O)OC(C)(C)C)c1cc(C(=O)NCCc2c[nH]c3ccccc23)c(N)s1
    0, -3
- C=CCOc1ccc(Cl)cc1-c1noc(-c2csc([C@H]3C[C@H](O)[C@@H](CO)O3)n2)n1
    -1, 0
- O=C(NCc1ccccc1)c1cc(C2CCCN(S(=O)(=O)c3cccs3)C2)on1 (centres undefined)
    -1, -2
- Cc1cc(NC(=O)c2csc([C@@H]3O[C@H](CO)[C@H](O)[C@H](O)[C@H]3O)n2)n(C)n1
    7, -1
- COc1ccc(Cl)cc1-c1cc(C(=O)Nc2cc(OC)c(OC)c(OC)c2)[nH]n1
    5, 1
- COc1ccccc1CCC(=O)Nc1ccc2c(c1)c(=O)n(C)n2Cc1ccc(F)cc1
    -4, -3
- CN(C)c1ccc(-c2cc(NC=O)c3ncc(-c4ccc(F)c(Cl)c4)n3c2)cc1
    -1, -4
- CC1(C(=O)NS(=O)(=O)c2cccc(Cl)c2)CCN1C(=O)COc1ccc(Cl)cc1 (centres undefined)
    -1, 1
- CCc1cnc(Nc2nc(C(N)Cc3ccc(Cl)cc3)cs2)nc1 (centres undefined)
    7, -1
- CCc1nc2c(OCc3ccc(C(F)(F)F)cc3)cccn2c1N(C)C(=O)c1ccco1
    1, -1
- COc1cc([N+](=O)[O-])c(OC)cc1Nc1ccccc1C(=O)O
    15, -1
- COc1cc(NC(=O)N2CCc3nc(Nc4cc(Cl)cc(Cl)c4)ncc3C2)cc(OC)c1OC
    -2, -1
- CN1C(=O)[C@@]2(O[C@H]3C=CC=CN3C3=C2C(=O)CCC3)c2cccc(Br)c21
    -1, 1
- O=C(NC(CC1=CCCCC1)c1ccccc1)C(F)(F)F (centres undefined)
    -1, -2
- CCN1C(=O)N[C@@H]2C[C@H](C(=O)N3CCCC3)[C@H](C)[C@H](c3ccccc3)C[C@@H]21
    0, -2
- CC1(C(=O)Nc2ccc(Cl)c(C(F)(F)F)c2)Cc2c(-c3ccc(C(N)=O)cc3)ccnc2O1 (centres undefined)
    -1, -2
- Cn1nc(C(C)(C)C)cc1C(=O)N1CCCCC1c1cc(C(=O)Nc2cccc(C#N)c2)no1 (centres undefined)
    0, -2
- O=C(Nc1cccc(F)c1)Nc1nnc([C@@H]2O[C@H](CO)[C@@H](O)[C@H]2O)s1
    -2, -1
- COc1ccc(-c2cc(NC(C)=O)c3ncc(-c4ccc(F)cc4)n3c2)cc1OC
    6, -4
- CCCCN(C=O)c1c(CC)nc2c(OCc3ccc(Cl)cc3Cl)cccn12
    6, -3
- CCNC(=O)C1(C)CCN(C(=O)c2cccc(C#N)c2)C1 (centres undefined)
    0, -3
- O=C(Nc1cccc(C(F)(F)F)c1)C1Cc2c(-c3ccccc3Oc3ccccc3)ccnc2O1 (centres undefined)
    -2, -1
- CCc1nc2ccc(C(=O)NCc3cccs3)cn2c1N(CCC(C)C)CCN(C)C
    0, -2
- CN(C)C(=O)c1cccc(-c2cnc3c(NC=O)cc(-c4ccc(C(=O)N5CCOCC5)cc4)cn23)c1
    2, -16
- COc1cccc(-c2cc(NC=O)c3ncc(-c4cc(OC)c(OC)c(OC)c4)n3c2)c1
    1, -2
- CS(=O)(=O)c1ccc(Nc2nc(C(N)Cc3ccccc3)cs2)cc1 (centres undefined)
    13, 2
- O=C1NC(O)CCN1C1CC(O)C(CO)O1 (centres undefined)
    -3, -3
- COCCNc1nc(NCCN2CCNC2=O)c2sccc2n1
    23, -3
- CC1(C(=O)N2Cc3ccccc3C2)CCN1C(=O)C1(c2ccc(Cl)cc2)CC1 (centres undefined)
    -4, -4
- CCOc1cc(OCC)cc(C(=O)N2CCC[C@@H]2C(=O)N2CCC[C@@H]2C(=O)NCc2cccc(OC)c2)c1
    -2, -6
